Bioassay records: PubChem, National Center for Advancing Translational Sciences (NCATS)
HepG2 tox: qHTS for Inhibitors of TGF-b: Cytotox Counterscreen | HepG2 CAGA-GFP viability, ATP luminescence, 18 h | Potency, µM (titrated, usually from 46.1 µM), inactives show at the highest dose activity change, negative = cytotoxicity, hits mostly cytotoxic | hit rate 0.76% among 410,000; also: potency is read from the fitted curve at half-maximal effect; some results filed as inactive show a strong effect at the top dose
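HepG2 CAGA-GFP cells (1000/well, DMEM with 1% FBS) received compound, then TGF-beta at 500 pg/mL final, and were incubated 18 hours at 37 degrees C. Viability was read by CellTiter-Glo luminescence. Media-only wells were set as complete cell-killing and DMSO as no toxicity.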
Nrf2 inh: Nrf2 qHTS screen for inhibitors | A549 ARE-Fluc reporter, luciferase luminescence, 18-24 h | Potency, µM (doses to about 46 µM), without a hit: top-dose activity change, negative = inhibition, hits mostly inhibitors | hit rate 2.1% among 360,000 | AID 504444, 2011; also: potency is read from the fitted curve at half-maximal effect; % is scaled to controls: 0 for no effect and ±100 for the full control effect; nearly all actives have a fitted effect of over 60% in size
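A549 ARE_Fluc cells (5000/well, 5% FBS OPTI-MEM) pre-incubated 2 h, then treated with compounds 18-24 h at 37C/5% CO2 in concentration-response. CellTiter-Fluor viability read first; BugLite luciferase luminescence after 15 min at room temperature gives Nrf2 activity.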
S2 tox: Viability Counterscreen for Primary qHTS for Inhibitors of ATXN expression; S2 cells (HEK-293 line with an ATXN2-luciferase reporter) viability, CellTiter-Fluor protease fluorescence, 24 h; Potency, µM (highest dose often 56.7 µM), most hits filed as cytotoxic; hit rate 0.49% among 400,000; also: potency is read from the fitted curve at half-maximal effect; nearly all actives have a fitted effect of over 40% in size
CCT modulator: High-Throughput Screening for Modulators of Cytosolic Chaperonin Activity. purified chaperonin ATPase assay, HTRF ADP detection, 30 min. activity change, % (no concentration beside the values), hits read low. hit rate 0.3% among 360,000; in the data active = activity change below about -30%; also: % is scaled to controls: 0 for no effect and ±100 for the full control effect
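TRiC at 40 or 20 nM final (batch-dependent) in 30 mM Tris pH 7.4, 100 mM KCl, 5 mM MgCl2, 1 mM DTT, with compound at single 76 uM and 10 uM ATP, 30 min at 37 deg C. ADP detected by HTRF Transcreener, 665/615 ratio.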
A549 tox: Nrf2 qHTS screen for inhibitors: counterscreen for cytotoxicity. A549 ARE-Fluc cells, CellTiter-Fluor viability, 18-24 h. Potency, µM (top dose mostly 46 µM), for the others: at the highest dose activity change, negative = cytotoxicity, usual class: inhibitors. hit rate 0.16% among 390,000. AID 504648, 2011; also: potency is read from the fitted curve at half-maximal effect; % is scaled to controls: 0 for no effect and ±100 for the full control effect
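A549 ARE-Fluc cells in 5% FBS OPTI-MEM, 5000 cells/well, rested 2 h then exposed to compounds in concentration-response for 18-24 h at 37 °C. Viability by CellTiter-Fluor fluorescence (Ex 405/Em 525) after 30 min; luciferase luminescence (BugLite, 15 min, RT) read afterwards.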
Mm-Cpn inhibitor: Inhibitors of TCP-1 ring complex (TRiC) of Methanococcus maripaludis (MmCpn): qHTS; purified Mm-Cpn ATPase, ADP Transcreener TR-FRET; Potency, µM (doses to about 76.9 µM), inactives show at the top dose activity, negative = inhibition, most hits filed as inhibitors; hit rate 0.031% among 330,000; also: potency is read from the fitted curve at half-maximal effect; % is scaled to controls: 0 for no effect and ±100 for the full control effect; nearly all actives have a fitted effect of over 80% in size
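ATP (10 uM final) was added to archaeal chaperonin (25 nM final) after 10 min exposure to test compound at 37°C; after 30 min further incubation, ADP was detected by competitive TR-FRET.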
Akt phos inh: HTS Assay for Inhibitors of Akt Phophorylation: Primary Screen; activity change, % for hits at 50 µM; AID 651550, 2012; hit rate 0.32% among 360,000; Neuro2A IGF-stimulated pAkt S473 HTRF, 20 min; active compounds read low; in the data active = activity change below about -80%; inconclusive = mostly about -51% to -80%; also: % is scaled to controls: 0 for no effect and ±100 for the full control effect
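Neuro2A cells (4,500/well, DMEM with 0.5% FBS) were treated with compound at a single 50 µM final concentration, stimulated with 6 nM IGF for 20 min at 37 °C, and lysed. Phospho-Akt Ser473 was read by HTRF as 665/615 ratio ×10^4.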
Nrf2 activator: qHTS of Nrf2 Activators | AREc32 ARE-luciferase reporter (MCF7-derived line), luminescence, 24 h | Potency, µM (doses to about 46.1 µM), inactives show at the top dose activation, most hits filed as activators | hit rate 0.31% among 410,000 | AID 624171, 2012; also: potency is read from the fitted curve at half-maximal effect; % of control where 0% means no effect; nearly all actives have a fitted effect of over 65% in size
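AREc32 cells carrying an ARE-driven firefly luciferase reporter were seeded at 1000 cells/well in OPTI-MEM with 5% FBS, then exposed to compound for 24 hr at 37 deg C. Luminescence was read with Steady-Glo after 30 min at RT.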
TGFb SMAD3 inh: qHTS for Inhibitors of TGF-b; hit rate 1.2% among 410,000; HepG2 CAGA-GFP TGF-b/SMAD3 reporter, GFP fluorescence, 18 h; TGF-beta stimulated, 500 pg/mL final; Potency, µM (highest dose often 46.1 µM), for the others: at the top dose activity, negative = inhibition, most hits filed as inhibitors; also: potency is read from the fitted curve at half-maximal effect; % is scaled to controls: 0 for no effect and ±100 for the full control effect; nearly all actives have a fitted effect of over 65% in size
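Inhibition was scored as loss of TGF-beta-induced (500 pg/mL final, 18 hours, 37 degrees C) GFP in HEPG2 cells carrying a CAGA-GFP reporter, in DMEM with 1% FBS. Well GFP was summed per cell; Activity was normalised to unstimulated and stimulated DMSO wells, then concentration-response fitting.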
* = called active by the depositor; i = inactive; ? = inconclusive; nt = not tested or not shown; [ ] = dose if it differs, or a comment. Unless noted, calls follow the shape of the dose curve; as a rule, active = well fitted curve in the direction sought with a large enough effect; inconclusive = small, poorly fitted or top-dose-only effect, or another doubt; inactive = no such curve, though single readings can be large; an effect the other way counts as inactive or inconclusive.

SMILES	HepG2 tox	Nrf2 inh	S2 tox	CCT modulator	A549 tox	Mm-Cpn inhibitor	Akt phos inh	Nrf2 activator	TGFb SMAD3 inh
Cc1ccc(OCc2cc(C(=O)N3CCN(C4CCCC4)CC3)no2)cc1C	-15.7%	?	i	-2.8	1.9%	3.2%	i	2.9%	-13.6%
CCc1cccc(OCC(=O)Nc2ccccc2N2CCCC2)c1	3.5%	9.8%	i	1.2	15.6%	-3.0%	i	0.3%	3.3%
CCOC(=O)C(Cc1c(F)cccc1Cl)c1ccno1 (configuration not stated)	1.2%	8.4%	?	0.7	1.7%	2.8%	i	0.1%	-1.9%
O=C(CN1C(=O)NC(c2ccccc2)(c2ccccc2)C1=O)N1CCOCC1	14.6%	7.0%	i	1.4	-4.9%	0.1%	i	-1.3%	11.6%
O=C(C1=C(Nc2ccccc2)c2ccccc2S(=O)(=O)N1)c1ccccc1	2.0%	2.3%	i	-6.1	-13.9%	-1.0%	i	-0.1%	2.0%
C/C(=C\c1ccccc1)C(=O)Nc1ccc(Cl)cn1	-14.3%	?	i	-27.9	4.9%	0.8%	i	6.5%	7.5%
CC(C)(C)NC(=O)c1ccc(Cn2cc(C(F)(F)F)ccc2=O)cc1	-16.8%	8.2%	i	-3.4	-6.5%	-1.9%	i	-0.7%	-7.7%
COc1ccc(CCNC(=O)C(=O)NCC(c2ccco2)S(=O)(=O)c2ccc(C)cc2)cc1 (configuration not stated)	10.4%	nt	nt	nt	0.8%	nt	nt	0.7%	12.3%
CC(=O)OCC1OC(n2cc(F)c(=O)[nH]c2=O)C(OC(C)=O)C1OC(C)=O (configuration not stated)	-8.9%	?	i	1.3	-6.7%	nt	i	-2.0%	?
CC(C)NC(=O)Cc1ccc(Br)cc1	-16.5%	5.4%	i	1.6	-8.3%	nt	i	-0.5%	6.3%
CN(C)c1cccc2c1c(NC(=O)Nc1ccc(F)cc1F)nn2C	-15.2%	-9.8%	i	1.3	7.1%	-1.2%	i	-1.0%	-23.6%
COCc1ccccc1C1=CC(=O)C[C@H](c2ccc(F)cc2)C1	-17.9%	-6.2%	i	-2.2	-0.5%	0.9%	i	0.8%	1.2%
N=c1c(C(=O)NCc2ccco2)cc2c(=O)n3ccccc3nc2n1CC1CCCO1 (configuration not stated)	-11.7%	15.0%	i	-1.1	-16.7%	nt	i	14.9%	-4.9%
Cn1cnnc1SCC(=O)c1cc2ccccc2oc1=O	-5.0%	-2.8%	i	-1.8	-7.3%	-0.9%	i	18.6%	-3.4%
CCOc1ccccc1NC(=O)Cn1nnc(C(=O)NCc2ccco2)c1N	-11.2%	-8.5%	i	-3.7	?	0.1%	i	2.0%	?
Cc1ccccc1N1C(=O)Cc2ccccc2C1=O	1.6%	6.0%	i	-3.9	0.1%	-2.0%	i	0.1%	-3.9%
Cc1cc(N2C(=O)c3ccccc3C2=O)n(C)n1	5.8%	4.4%	i	0.8	1.0%	4.0%	i	0.4%	15.0%
COc1cc(/C=C2\Oc3cc(O)ccc3C2=O)ccc1O	-3.8%	-26.0%	nt	-0.9	-6.7%	-18.1%	i	3.0%	27.2%
COc1cc(C(c2nnnn2C2CCCC2)N2CCc3ccccc3C2)ccc1O (configuration not stated)	2.2%	15.7%	i	0.8	-0.7%	0.4%	i	2.3%	13.1%
CC(=O)N1c2ccc(S(=O)(=O)N3CCC(C(=O)N4CCCC(C)C4)CC3)cc2CC1C (configuration not stated)	-11.9%	16.4µM*	?	-0.5	-8.1%	1.9%	i	-0.1%	-0.5%
CCOc1ccccc1CNC(=O)Cn1nc(N2CCN(c3ccccc3)CC2)ccc1=O	-17.1%	?	i	nt	11.9%	nt	nt	5.6%	-19.1%
Cc1nc(NCCCO)c(C#N)c2c1COC(C)(C)C2	2.3%	10.3%	i	-1.6	-6.3%	-5.9%	i	-0.2%	1.8%
O=C(Nc1cccc(-c2nnn(CC(=O)N3CCc4ccccc4C3)n2)c1)C1CCC1	-14.3%	-19.5%	i	-2.1	5.4%	0.5%	i	0.1%	-9.1%
O=C(CCc1ccccc1)NNC(=S)NC(=O)c1ccc(Cl)cc1	-18.9%	20.6µM*	i	-1.7	-23.7%	-1.1%	i	2.3%	?
S=c1nc(-c2sccc2OCc2ccc(Cl)cc2Cl)[nH][nH]1	-5.9%	-28.6%	i	-2.6	-4.1%	-2.2%	i	3.0%	-0.6%
CCCN(C(=O)c1cc(S(=O)(=O)N2CCc3ccccc32)cn1C)c1ccc(OCC)cc1	-4.7%	11.7%	nt	nt	-1.3%	nt	nt	0.4%	?
COc1ccc(OCc2cc(C(=O)NC(C)Cc3cccnc3)no2)c(Cl)c1 (configuration not stated)	1.5%	-22.5%	i	-2.3	3.8%	1.6%	i	3.3%	?
COC(=O)c1cn(-c2ccc(Cl)cc2)c(=O)c2ccccc12	-15.7%	-16.3%	i	-3.3	-0.8%	0.5%	i	0.0%	3.1%
CN(C)c1ccc(/C=C(\C#N)c2nc3ccccc3c(=O)[nH]2)cc1	-8.9%	17.3%	nt	nt	-1.0%	nt	nt	7.1%	47.2%[activator]
CCc1cc2c(=O)c(-c3nc4ccccc4[nH]3)coc2cc1OC(=O)N1CCOCC1	-21.4%	18.7%	i	-1.6	-5.5%	0.7%	i	2.4%	-0.4%
CN(c1ccc(O)cc1)c1nc(-c2cccnc2)cs1	-25.7%	?	i	0.0	4.2%	-1.2%	i	12.2%	-21.9%
COc1cccc(CN2CCNC(=O)C2CC(=O)NCCn2nc(C)cc2C)c1OC (configuration not stated)	17.9%	7.0%	i	-2.3	-2.1%	-0.1%	i	0.0%	3.2%
O=C(O)Cn1nc(C(F)(F)F)c2c1CCCC2	-1.7%	-10.3%	i	0.1	2.2%	-1.5%	i	0.1%	2.3%
O=C(CC12CC3CC(CC(C3)C1)C2)N1CCOCC1	-5.7%	nt	i	-3.1	-2.3%	0.4%	i	-0.8%	-4.5%
CCCCc1ccc(NC(=O)Nc2cccnc2)cc1	-41.7%	-15.7%	i	-1.6	-3.6%	-4.7%	i	0.4%	-26.9%
COc1cc2c(cc1OC)CN(C(=O)CNC(=O)c1ccc(OC(F)F)cc1)CC2	13.4%	-9.4%	i	-1.2	-2.5%	-3.6%	i	-0.4%	0.5%
CCN(CC)CCCN1C=C2C(=O)C(C)(OC(=O)C3CCCC3)C(=O)C(c3ccccc3)=C2C=C1CCCC(=O)OC (configuration not stated)	0.0%	-4.7%	?	0.5	-3.6%	0.3%	i	1.3%	?
Fc1ccc(OCc2nn3cnnc3s2)cc1	-3.4%	-3.7%	i	-1.7	-7.3%	0.0%	i	-0.2%	-3.7%
C#CCOCC1CN(c2ccccc2)C(=O)O1 (configuration not stated)	-5.0%	nt	i	0.8	nt	nt	i	-0.5%	2.5%
CC[C@H]1c2[nH]c3ccccc3c2C[C@H]2C(=O)N(c3ccc(F)cc3)C(=O)N21	-3.9%	-24.6%	i	1.3	0.0%	1.5%	i	2.7%	21.1%
N/C(=N\OC(=O)CCCc1ccccc1)c1ccccn1	-11.2%	0.2%	i	-0.7	8.6%	-0.4%	i	3.1%	-12.2%
COc1ccc(/C=C/C(=O)OCC(=O)NCc2cccs2)cc1OC	0.1%	2.3%	i	-2.9	0.5%	1.0%	i	3.8%	?
Cn1c(N)c(S(=O)(=O)N2CCN(c3cccc(Cl)c3)CC2)c(=O)n(C)c1=O	2.2%	2.5%	i	2.0	8.9%	-0.8%	i	-0.5%	0.7%
CCc1cccc(NC(=O)CCS(=O)(=O)c2cc(Br)cc3c2N(C(C)=O)CC3)c1	2.7%	0.0%[9.27 µM]	i	nt	-2.7%	nt	nt	-1.1%	-20.8%
CCS(=O)(=O)Nc1ccc(C2=NN(C(=O)c3ccco3)C(c3cccs3)C2)cc1 (configuration not stated)	0.0%	?	?	-1.7	?	-2.4%	i	2.1%	?

Reprinted from the part before: 3 entries, then new ones.
SMILES	HepG2 tox	Nrf2 inh	S2 tox	CCT modulator	A549 tox	Mm-Cpn inhibitor	Akt phos inh	Nrf2 activator	TGFb SMAD3 inh
Cn1c(N)c(S(=O)(=O)N2CCN(c3cccc(Cl)c3)CC2)c(=O)n(C)c1=O	2.2%	2.5%	i	2.0	8.9%	-0.8%	i	-0.5%	0.7%
CCc1cccc(NC(=O)CCS(=O)(=O)c2cc(Br)cc3c2N(C(C)=O)CC3)c1	2.7%	0.0%[9.27 µM]	i	nt	-2.7%	nt	nt	-1.1%	-20.8%
CCS(=O)(=O)Nc1ccc(C2=NN(C(=O)c3ccco3)C(c3cccs3)C2)cc1 (configuration not stated)	0.0%	?	?	-1.7	?	-2.4%	i	2.1%	?
COc1ccccc1NC(=O)CSc1nc2sc3c(c2c(=O)n1-c1ccccc1)CCN(C)C3	-10.7%	-0.6%	?	-1.3	1.6%	?	nt	12.2%	-4.5%
CCOc1ccc(C2/C(=C(\O)c3ccc4c(c3)OCCO4)C(=O)C(=O)N2CCCN2CCOCC2)cc1OC (configuration not stated)	-6.9%	6.2%	i	2.2	-5.0%	-7.1%	i	5.2%	-1.9%
O=C(NCc1ccco1)c1ccc(OCC2CCCO2)cc1 (configuration not stated)	1.1%	24.8%	nt	-0.1	-9.4%	-1.5%	nt	0.0%	-4.2%
COc1ccc(-c2cc(C(=O)Nc3cccnc3Cl)no2)cc1	-3.4%	-3.9%	i	-3.6	-22.9%	0.4%	i	0.4%	33.3%[activator]
